Assay outcomes deposited in PubChem BioAssay by National Center for Advancing Translational Sciences (NCATS).
DRD3 agonist – qHTS of D3 Dopamine Receptor Agonist: qHTS; D(3) dopamine receptor (Homo sapiens), P35462; D3R DiscoveRx beta-arrestin cells, luminescence, 90 min; max activation, %; hit rate 0.58% among 410,000; AID 652048, 2013; in the data active means max activation above about 30%; further: 0% is about no effect; mostly tested at two doses, the higher about 12 µM
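Agonist mode: compounds and dopamine controls were applied to plated cells for 90 min at 37 degrees C after an overnight attachment at 1500 cells/well. Luminescent read-out followed 30 - 60 minutes at room temperature with DiscoveRx detection reagent.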
WRN inhibitor – qHTS for Inhibitors of WRN Helicase; WRN helicase unwinding, fluorescent forked duplex, kinetic; Potency, µM (series often up to 114 µM), inactives show at the top dose activity change, negative = inhibition, usual class: inhibitors; hit rate 0.46% among 360,000; AID 651768, 2012; further: potency means the concentration at half of the fitted maximal effect; on the % scale 0 is the no-effect control and ±100 the full control effect; nearly all actives have a fitted effect of over 55% in size
Target sequence (Q14191 whole entry, looked up): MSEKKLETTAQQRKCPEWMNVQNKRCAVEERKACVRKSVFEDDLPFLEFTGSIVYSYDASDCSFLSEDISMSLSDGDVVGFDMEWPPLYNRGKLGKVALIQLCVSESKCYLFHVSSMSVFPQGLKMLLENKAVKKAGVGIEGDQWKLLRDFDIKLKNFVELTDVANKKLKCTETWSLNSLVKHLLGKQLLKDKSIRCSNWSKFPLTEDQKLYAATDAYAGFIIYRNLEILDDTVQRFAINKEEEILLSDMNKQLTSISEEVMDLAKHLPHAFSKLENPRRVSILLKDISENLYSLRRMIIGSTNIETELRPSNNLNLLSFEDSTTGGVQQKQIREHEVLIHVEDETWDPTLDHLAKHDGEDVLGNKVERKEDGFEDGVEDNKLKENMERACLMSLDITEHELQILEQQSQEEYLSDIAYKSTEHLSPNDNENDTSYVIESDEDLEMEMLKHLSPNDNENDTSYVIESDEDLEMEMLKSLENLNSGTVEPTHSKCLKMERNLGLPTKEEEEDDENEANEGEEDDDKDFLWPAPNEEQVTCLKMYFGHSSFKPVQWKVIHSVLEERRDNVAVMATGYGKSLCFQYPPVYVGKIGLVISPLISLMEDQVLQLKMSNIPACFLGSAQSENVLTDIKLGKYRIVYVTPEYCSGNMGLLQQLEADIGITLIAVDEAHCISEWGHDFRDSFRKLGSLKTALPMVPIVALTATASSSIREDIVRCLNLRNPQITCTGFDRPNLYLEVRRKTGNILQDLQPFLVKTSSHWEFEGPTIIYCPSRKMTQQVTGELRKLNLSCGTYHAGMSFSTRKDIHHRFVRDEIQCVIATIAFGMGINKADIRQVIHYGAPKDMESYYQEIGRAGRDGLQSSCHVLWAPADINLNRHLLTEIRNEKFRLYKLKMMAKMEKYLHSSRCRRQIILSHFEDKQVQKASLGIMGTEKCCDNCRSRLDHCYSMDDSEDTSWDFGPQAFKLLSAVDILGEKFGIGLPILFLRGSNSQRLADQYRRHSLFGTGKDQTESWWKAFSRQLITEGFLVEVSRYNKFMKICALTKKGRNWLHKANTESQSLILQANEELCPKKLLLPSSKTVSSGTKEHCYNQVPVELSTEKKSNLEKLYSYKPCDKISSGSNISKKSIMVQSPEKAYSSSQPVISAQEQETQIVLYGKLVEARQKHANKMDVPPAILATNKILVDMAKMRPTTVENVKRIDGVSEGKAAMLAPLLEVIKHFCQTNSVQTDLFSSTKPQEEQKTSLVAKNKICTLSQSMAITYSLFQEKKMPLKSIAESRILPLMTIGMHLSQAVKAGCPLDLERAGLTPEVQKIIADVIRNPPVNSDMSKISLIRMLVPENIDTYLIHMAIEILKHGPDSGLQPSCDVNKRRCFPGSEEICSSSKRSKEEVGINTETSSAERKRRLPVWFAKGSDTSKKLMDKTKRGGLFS
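Fluorescence dequenching readout, ex 525 nm/em 598 nm, kinetic mode: forked duplex DNA (100 nM final) with adjacent fluorophore and quencher unwound by WRN (20 nM final) with 2 mM ATP. Compound preincubation 15 min, room temperature.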
D3 antag – qHTS of D3 Dopamine Receptor Antagonist: qHTS | D(3) dopamine receptor (Homo sapiens), P35462 | D3R cells, DiscoveRx beta-arrestin luminescence, antagonist mode; hits give low values | max response, negative = inhibition, % | hit rate 2.5% among 360,000; in the data active means max response below about -50%; inconclusive means no clear call, values can overlap the other calls; further: on the % scale 0 is the no-effect control and ±100 the full control effect; mostly tested at two doses, the higher about 12 µM
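Cells plated overnight at 1500 cells/well, then exposed to library compounds with dopamine controls for 90 minutes at 37 degrees C. DiscoveRx reagent added for 30–60 minutes at room temperature; luminescence read, quantitative HTS format.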
GLP1R ag – qHTS of GLP-1 Receptor Agonists; hit rate 0.007% among 380,000; HEK293 GLP-1R CRE-luciferase, luminescence, 4-6 h; cells express a hypersensitive GLP-1R form; Glucagon-like peptide 1 receptor (Homo sapiens), P43220; Potency, µM (highest dose often 45.6 µM), for inactives: at the highest dose activation, actives largely listed as activators; AID 624172, 2012; further: potency means the concentration at half of the fitted maximal effect; % of control where 0% means no effect
HEK293 tox – qHTS of GLP-1 Receptor Inverse Agonists: Cytotox Screen | HEK293 cAMP-luciferase reporter cells, luminescence, 24 h | Potency, µM (doses to about 38.3 µM), without a hit: at the highest dose activity change, negative = inhibition, actives largely listed as inhibitors | hit rate 0.13% among 410,000;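 further: loss of luciferase light is scored as toxicity; potency means the concentration at half of the fitted maximal effect; on the % scale 0 is the no-effect control and ±100 the full control effect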
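MLSMR compounds, 24 hr on cells at 37 deg C/5% CO2; luminescence after luciferase reagent (12 min RT). Inhibition counted as the undesired cytotoxic outcome.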
PLK1 PBD block – qHTS for Inhibitors of PLK1-PDB (polo-like kinase 1 - polo-box domain): Primary Screen; Serine/threonine-protein kinase PLK1 (Homo sapiens), P53350; Plk1 PBD binding of FITC phosphopeptide, fluorescence polarization; Potency, µM, for the others: max response, negative = inhibition, hits mostly inhibitors; hit rate 2.8% among 360,000; further: potency means the concentration at half of the fitted maximal effect; series mostly up to about 57 µM; on the % scale 0 is the no-effect control and ±100 the full control effect; nearly all actives have a fitted effect of over 65% in size
GLP1R inv ag – qHTS of GLP-1 Receptor Inverse Agonists (Inhibition Mode); HEK293 GLP-1R CRE-luciferase, luminescence, 24 h; GLP-1R form is constitutively active; Potency, µM (top dose mostly 38.3 µM), for inactives: at the top dose activity change, negative = inhibition, usual class: inhibitors; hit rate 1.6% among 410,000; further: potency means the concentration at half of the fitted maximal effect; on the % scale 0 is the no-effect control and ±100 the full control effect; nearly all actives have a fitted effect of over 55% in size
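Constitutively active GLP-1R drives a cAMP-responsive luciferase in stably transfected HEK293 cells; test compounds are added after overnight (12 h) attachment and left 24 hr, and signal loss in luminescence marks inhibition.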
PI5P4Ka inh – qHTS for Inhibitors of phosphatidylinositol 5-phosphate 4-kinase (PI5P4K); Phosphatidylinositol 5-phosphate 4-kinase type-2 alpha (Homo sapiens), P48426; PI5P4Kalpha enzyme, ADP-Glo luminescence, 60 min; hits give low values; max response, %; hit rate 1.2% among 330,000; AID 652105, 2013; active means max response of -50% or lower; inconclusive means between -30% and -50%; inactive means -30% or higher; further: value at the top dose of about 77 µM; on the % scale 0 is the no-effect control and ±100 the full control effect
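Compounds were pin-transferred onto PI5P4Kalpha and substrate in HEPES pH 7.4 buffer with EGTA, CHAPS and 5% DMSO. ATP (5 microM final) started the reaction, which ran 60 minutes at room temperature before ADP-Glo detection.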
IL-2 act – qHTS of IL-2 Activators; hit rate 0.065% among 360,000; IL-2 activation reporter assay, cell-based qHTS; stimulated with anti-CD3/CD4/CD28 beads; in transgenic mouse T cells; activation, % (series mostly up to about 46 µM); in the data active means activation above about 50%; inconclusive means mostly about 30% to 49%; further: 0% is about no effect
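Using fluorescent plate cytometry, EGFP and DsRed are detected in transgenic mouse T cells stimulated 18 h at 37 degrees C with antibody-coated beads after 60 min compound pretreatment.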
The depositor's hits bear a star; ? = inconclusive; · = not tested or not shown; [ ] = another dose, or the depositor's remark. Unless noted, the call rests on the fitted dose curve; in most records, active means well fitted curve in the direction sought with a large enough effect; inconclusive means small, poorly fitted or top-dose-only effect, or another doubt; inactive means no such curve, though single readings can be large; an effect the other way counts as inactive or inconclusive.

SMILES	DRD3 agonist	WRN inhibitor	D3 antag	GLP1R ag	HEK293 tox	PLK1 PBD block	GLP1R inv ag	PI5P4Ka inh	IL-2 act
CC1CN(Cc2nc3c(c(=O)n(C)c(=O)n3C)n2CCCc2ccccc2)CC(C)O1 (stereo not drawn)	-9	-11%	34	1%	-13%	-7%	3%	4	0.8
COc1ccc2c3c([nH]c2c1)C1(NCC3)C(=O)Nc2ccccc21 (stereo not drawn)	1	-1%	0	1%	12%	-2%	-9%	3	-3.3
CN(C(=O)CC1C(=O)NCCN1Cc1cccc(C(F)(F)F)c1)C1CCOCC1 (stereo not drawn)	4	10%	3	5%	0%	-2%	25%	-1	-0.2
CC1(C)CC(=O)C2=C(C1)N(c1ccccc1)C(=O)CC2c1ccsc1 (stereo not drawn)	8	8%	4	-5%	-18%	-4%	-10%	1	-1.0
COc1cccc(-c2c(C(=O)N/N=C(\C)COc3ccccc3)nnn2-c2nonc2N)c1	1	0%	-4	11%	-5%	-23%	13%	1	3.9
COc1ccc(CNC(=O)c2cccc3c(-c4cnn(C)c4)coc23)cc1OC	-8	-12%	87	?	-25%	-5%	33%[activator]	3	-0.5
CC1CCN(C(=O)CCNS(=O)(=O)c2ccc3c(c2)oc(=O)n3C)CC1	-21	-2%	2	2%	-28%	-15%	-17%	-1	-0.2
CCCC(=O)Nc1ccc(Sc2ccc([N+](=O)[O-])cc2)cc1	-2	-11%	-15	-16%	12%	-4%	?	2	-0.8
CCCc1nc2sc3c(N4CCCCC4)ncnc3c2c2c1CCCC2	2	·	·	-4%	4%	·	18%	·	·
CC12CCC(C/C1=N/NC(=O)Nc1ccccc1)C2(C)C (stereo not drawn)	-2	8%	-4	12%	-9%	-11%	?	0	-2.4
O=C(COC(=O)Cc1ccccc1F)NC(=O)NC1CCCC1	9	3%	3	2%	5%	2%	-1%	-6	2.9
COc1cc(/C=C/C(=O)OCc2cn3cc(Cl)ccc3n2)ccc1O	-4	1%	-20	5%	?	-14%	?	1	-0.5
CC1CN(CCOc2ccc(Cl)c(Cl)c2)CC(C)O1 (stereo not drawn)	-19	11%	?	6%	1%	-1%	-24%	3	-1.5
CCOc1ccc(S(=O)(=O)Nc2c(C)n(C)n(-c3ccccc3)c2=O)cc1	-6	9%	9	-3%	-11%	-4%	6%	-1	0.1
O=C(CC1CC2CCC1C2)N1CCN(S(=O)(=O)c2ccccc2C(F)(F)F)CC1 (stereo not drawn)	2	2%	0	16%	1%	0%	?	-6	1.7

Filtered by structure, the entries above containing a thiophene ring, fused or not (two)
SMILES	DRD3 agonist	WRN inhibitor	D3 antag	GLP1R ag	HEK293 tox	PLK1 PBD block	GLP1R inv ag	PI5P4Ka inh	IL-2 act
CC1(C)CC(=O)C2=C(C1)N(c1ccccc1)C(=O)CC2c1ccsc1 (stereo not drawn)	8	8%	4	-5%	-18%	-4%	-10%	1	-1.0
CCCc1nc2sc3c(N4CCCCC4)ncnc3c2c2c1CCCC2	2	·	·	-4%	4%	·	18%	·	·

Next part:
SMILES	DRD3 agonist	WRN inhibitor	D3 antag	GLP1R ag	HEK293 tox	PLK1 PBD block	GLP1R inv ag	PI5P4Ka inh	IL-2 act
COc1ccc(Cn2nnnc2C(c2cc3ccc(OC)cc3[nH]c2=O)N2CCC(C)CC2)cc1 (stereo not drawn)	-7	-3%	2	8%	-7%	-13%	0%	-12	-1.8
O=C(c1ccc(F)cc1)N1CCC(O)(c2cccnc2)CC1	0	1%	-11	-4%	-9%	-1%	21%	-2	-1.8
NCCCN1CCOCC1	0	1%	18	-6%	13%	1%	0%	·	-1.7
Cc1cccc(OC(C)C(=O)N2CCCc3ccccc32)c1 (stereo not drawn)	-4	2%	3	10%	7%	-6%	?	3	-3.8
COc1ccccc1NS(=O)(=O)c1ccc2ccccc2c1	0	-7%	1	17%	-8%	-4%	?	-2	-0.3
COc1ccc(S(=O)(=O)N2CCCCC2c2cc(C(=O)NC(C)C)no2)cc1 (stereo not drawn)	-7	-2%	-20	9%	-15%	-13%	-16%	-1	-0.4
Cc1cc(NS(=O)(=O)c2ccc(NC(=S)NC(=O)c3cccnc3)cc2)no1	-15	-11%	-51*	-2%	-6%	-14%	27%	-7	1.5
O=C(c1ccc(Cl)cc1)N1N=CCC1(O)c1ccc(Cl)cc1 (stereo not drawn)	-11	3%	-4	5%	0%	-1%	?	-4	1.3
CC(O)[C@@]1(O)CC[C@H]2[C@@H]3CC[C@H]4C[C@@H](O)CC[C@]4(C)C3=CC[C@@]21C (stereo partly drawn)	-33	7%	3	9%	17%	-28%	?	4	0.4
COC(=O)c1ccc(COc2cccc(C)c2C)cc1	2	-1%	5	11%	21%[7.66 µM]	-9%	25%[7.66 µM]	12	0.8
COc1cc(C(CC(=O)NCc2ccccc2Cl)N2Cc3ccccc3C2=O)cc(OC)c1OC (stereo not drawn)	6	·	·	2%	21%	·	22%	·	·
CCNC(=S)N/N=C1\CCCCc2ccccc21	0	4%	-6	8%	4µM*	-14%	3.5µM*	7	-3.9
OCCNc1nc(Nc2ccccc2)nc2ccccc12	1	16%	16	1%	8%	-2%	7.1µM*	-10	-0.3
O=C(NCc1ccccn1)c1ccc(Cl)s1	0	-7%	-5	1%	?	0%	5%	·	-0.8
Cn1nc(C(=O)N2CCN(c3ccc([N+](=O)[O-])cc3)CC2)c2c1-c1ccccc1S(=O)(=O)C2	1	9%	19	-1%	-3%	-5%	-10%	-1	-1.4

A portion from the list above, as a working copy:
SMILES	DRD3 agonist	WRN inhibitor	D3 antag	GLP1R ag	HEK293 tox	PLK1 PBD block	GLP1R inv ag	PI5P4Ka inh	IL-2 act
COc1ccc(Cn2nnnc2C(c2cc3ccc(OC)cc3[nH]c2=O)N2CCC(C)CC2)cc1 (stereo not drawn)	-7	-3%	2	8%	-7%	-13%	0%	-12	-1.8
O=C(c1ccc(F)cc1)N1CCC(O)(c2cccnc2)CC1	0	1%	-11	-4%	-9%	-1%	21%	-2	-1.8

Other structures follow:
SMILES	DRD3 agonist	WRN inhibitor	D3 antag	GLP1R ag	HEK293 tox	PLK1 PBD block	GLP1R inv ag	PI5P4Ka inh	IL-2 act
CC(=O)c1ccc(Nc2nc(C)cc(C)n2)cc1	4	0%	2	12%	-2%	9%	33%[activator]	1	1.6
Cc1cc(NC(=O)CSc2ncnc3c2cnn3-c2ccccc2)no1	7	-3%	5	0%	4%	3%	3%	-1	1.5
COC(=O)CC1(C(=O)OC)Oc2ccc(Br)cc2C(=O)N1c1cccc(Cl)c1Cl (stereo not drawn)	22	-8%	8	4%	?	0%	?	24	1.8
CNC(=O)c1ccsc1NC(=O)c1ccc(Cl)s1	-6	-10%	?	2%	-7%	3%	-20%	-1	-4.0
C=C(C)C1CC=C(CN2CC(C)OC(C)C2)CC1 (stereo not drawn)	-10	6%	0	-20%	-18%	0%	0%	-5	0.3
COc1ccc(O)c(/C=N/c2nc3ccccc3n2C)c1	2	-7%	12	1%	-3%	10%	8%	2	1.2
COc1ccc(-c2cc(CNC(=O)CCl)on2)cc1	-6	5%	-13	-2%	?	-3%	?	1	0.0
O=C(Cn1cc([N+](=O)[O-])cn1)NC1CCCCCC1	6	-1%	0	0%	-7%	-5%	5%	-1	-2.0
Cc1ccccc1-c1nc(CN2CCC(C(=O)NCc3cccnc3)CC2)c(C)o1	-21	4%	-12	-7%	?	2%	-24%	·	-3.0
Cc1nn(-c2ccccc2)c(C)c1NC(=O)COc1ccc(F)cc1Cl	2	-6%	-3	14%	-15%	-7%	-30%	2	0.0
O=C(Cn1nc(-c2cccs2)ccc1=O)Nc1ccc(Br)cc1	-13	-1%	-16	10%	9%	-11%	?	10	-0.1
CCOc1ccc(N(CC(=O)NCc2ccco2)C(=O)CCC(=O)Nc2ccccn2)cc1	-4	10%	11	7%	-8%	0%	-3%	-2	-0.1
Cc1ccc(-n2nc3c(=O)n(CC(=O)NCCC4=CCCCC4)nc(C)c3c2C)cc1	-3	-7%	2	-6%	2%	2%	7%	6	-0.8
COc1ccc(CC(=O)NC(C)c2nnc(SCCOc3ccc(OC)cc3)n2C)cc1 (stereo not drawn)	-11	-14%	26	6%	8%	-6%	-3%	-2	-1.3
Cc1cc(C)c(S(=O)(=O)NCC2CCC(C(=O)NCCCN3CCOCC3)CC2)c(C)c1 (stereo not drawn)	-6	5%	-24	17%	30%	-10%	-23%	22	-0.3
Cc1nn2c(NCCOCCO)c3c(nc2c1-c1ccccc1)CCC3	-12	-34%	5	20%	12%	-13%	10%	-3	-0.2

Full records, quoted from the list. Order of values: DRD3 agonist | WRN inhibitor | D3 antag | GLP1R ag | HEK293 tox | PLK1 PBD block | GLP1R inv ag | PI5P4Ka inh | IL-2 act
`COc1cc(C(CC(=O)NCc2ccccc2Cl)N2Cc3ccccc3C2=O)cc(OC)c1OC` (stereo not drawn) is listed as 6 | · | · | 2% | 21% | · | 22% | · | ·
`COc1ccc(O)c(/C=N/c2nc3ccccc3n2C)c1` is listed as 2 | -7% | 12 | 1% | -3% | 10% | 8% | 2 | 1.2
`Cc1cc(NC(=O)CSc2ncnc3c2cnn3-c2ccccc2)no1` is listed as 7 | -3% | 5 | 0% | 4% | 3% | 3% | -1 | 1.5
`CC12CCC(C/C1=N/NC(=O)Nc1ccccc1)C2(C)C` (stereo not drawn) is listed as -2 | 8% | -4 | 12% | -9% | -11% | ? | 0 | -2.4
`COC(=O)CC1(C(=O)OC)Oc2ccc(Br)cc2C(=O)N1c1cccc(Cl)c1Cl` (stereo not drawn) is listed as 22 | -8% | 8 | 4% | ? | 0% | ? | 24 | 1.8
